LAP4-GFP MLPCN: modulators of LAP4-GFP expression in yeast, primary screen, S. cerevisiae, multiplex flow cytometry, MLPCN library; GFP response vs DMSO, % at 10 µM; 0.34% of 320,000 active; AID 2023, 2009; 3 h; median GFP as percent of DMSO wells;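 active = GFP response vs DMSO above a set limit, about the screen mean plus 3 SD, cut at about 150% in these data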
AGP1 TOR yeast: modulators of AGP1-GFP expression in yeast TOR pathway, primary screen, cell-based, multiplex flow cytometry, S. cerevisiae, MLPCN library | 3 h; GFP as percent of DMSO wells | 0.02% of 320,000 active | AID 2066, 2009 | GFP response vs DMSO, % at 10 µM;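 active = GFP response relative to DMSO above a set limit, near screen average plus 3 SD, cut at about 150% in these data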;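 note: median GFP channel fluorescence of the gated AGP1 strain per well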
CIT2 TOR yeast: modulators of CIT2-GFP expression in yeast, primary screen, S. cerevisiae, GFP fusion, multiplex flow cytometry, MLPCN library; S. cerevisiae CIT2-GFP strain, 3 h; 100 means same as DMSO wells; GFP response vs DMSO, % at 10 µM; 0.065% of 320,000 active; AID 2029, 2009;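 active = GFP response relative to DMSO above a set limit, near the screen mean plus 3 SD, cut at about 150% in these data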;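 note: ratio of well median GFP fluorescence to mean of DMSO wells on the plate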
Efflux pump inh: inhibitors of Candida efflux pumps in yeast, primary screen, S. cerevisiae, Nile Red, multiplex. S. cerevisiae Candida pump triplex. AID 485275, 2010. 0.44% of 330,000 active. inhibition, % at 10 µM;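 active = plate passing quality check with inhibition over a set limit, or well fluorescence over plate mean plus 4 SD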;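 note: Nile Red retained in pooled yeast measured as flow cytometry median fluorescence; 0% = buffer negative control and 100% = Enniatin B positive control; higher means more Nile Red kept so more efflux inhibition; some compounds called inactive have numbers as strong as hits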
CR mimetic SO: reduction of superoxide in aged yeast, primary screen, HTS | S. cerevisiae aged cells, superoxide DHE fluorescence; stronger effect = lower value | superoxide response (% of plate mean), % at 10 µM | 0.18% of 330,000 active;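 active = superoxide response under a set limit, about three screen SD below normal, cut at about 65% in these data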;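 note: yeast aged for seven days with compound at 30 °C before DHE staining; 100% = average MFI of all compound-treated wells on the plate with controls excluded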
MEP2-GFP yeast: modulators of MEP2-GFP levels in yeast, primary screen, S. cerevisiae, multiplex flow cytometry, MLPCN library | S. cerevisiae MEP2-GFP strain, 3 h; 100% = DMSO control level | GFP response vs DMSO, % at 10 µM | 0.51% of 330,000 active;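 active = GFP response versus DMSO above a set limit, roughly screen mean plus 3 SD, cut at about 180% in these data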;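 note: median GFP fluorescence of the barcode-gated MEP2-GFP cells per well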
RPL19A-GFP yeast: RPL19A-GFP expression modulators in yeast, primary screen, cell-based, S. cerevisiae, multiplex flow cytometry, MLPCN; S. cerevisiae RPL19A-GFP strain, 3 h; stronger effect = lower value; percent response vs DMSO, % at 10 µM; 0.3% of 330,000 active; AID 2025, 2009;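 active = percent response vs DMSO below 50%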;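 note: median channel GFP fluorescence of the barcoded RPL19A-GFP strain; ratio of sample median GFP to plate DMSO average so 100% = DMSO; lower means less RPL19A-GFP as with rapamycin TOR inhibition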
AHR act: AHR activators, primary screen, cell-based, luminescence, luciferase reporter, human; activation, % at 5 µM; AHR-responsive luciferase reporter cells; Aryl hydrocarbon receptor (Homo sapiens), P35869; AID 2796, 2010; 2.5% of 320,000 active; in the data active = activation above about 47%;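 note: 0% = vehicle wells and 100% = reference agonist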
Target sequence (P35869 whole entry, looked up): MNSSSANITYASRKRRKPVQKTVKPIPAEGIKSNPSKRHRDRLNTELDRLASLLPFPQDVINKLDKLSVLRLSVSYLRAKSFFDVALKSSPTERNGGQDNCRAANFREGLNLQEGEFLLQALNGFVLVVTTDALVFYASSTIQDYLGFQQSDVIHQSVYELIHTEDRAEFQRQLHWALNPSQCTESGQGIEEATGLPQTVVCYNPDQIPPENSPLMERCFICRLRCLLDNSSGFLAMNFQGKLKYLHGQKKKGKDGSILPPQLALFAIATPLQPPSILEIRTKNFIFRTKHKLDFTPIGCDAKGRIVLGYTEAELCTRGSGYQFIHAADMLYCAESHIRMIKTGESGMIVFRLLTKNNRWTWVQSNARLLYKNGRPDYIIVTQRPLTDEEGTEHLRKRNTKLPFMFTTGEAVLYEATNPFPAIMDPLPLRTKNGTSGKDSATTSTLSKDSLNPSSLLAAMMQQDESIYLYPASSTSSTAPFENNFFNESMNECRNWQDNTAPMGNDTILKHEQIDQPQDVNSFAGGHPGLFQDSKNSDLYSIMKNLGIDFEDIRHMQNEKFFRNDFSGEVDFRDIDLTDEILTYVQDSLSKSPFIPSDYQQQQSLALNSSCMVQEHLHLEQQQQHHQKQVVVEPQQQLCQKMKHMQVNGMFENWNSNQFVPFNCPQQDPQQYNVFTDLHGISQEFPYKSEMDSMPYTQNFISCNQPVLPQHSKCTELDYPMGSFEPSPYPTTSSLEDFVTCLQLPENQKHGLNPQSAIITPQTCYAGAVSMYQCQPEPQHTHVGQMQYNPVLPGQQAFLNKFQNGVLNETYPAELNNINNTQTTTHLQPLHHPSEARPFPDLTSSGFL
* = called active by the depositor; x = no result given; [ ] = another dose, or the depositor's remark.

1. N#CC(C#N)=C1C=CC=CN1/C(=C\c1ccco1)C(=O)c1ccc(Cl)cc1
2. CO/N=C/C(C#N)c1ncc(C(F)(F)F)cc1Cl (configuration not stated)
3. Cc1cc(CN(C)C(=O)CC2C(=O)NCCN2Cc2c(F)cccc2Cl)n[nH]1 (configuration not stated)
4. Cc1c(CC(=O)O)c(=O)oc2cc3oc4c(c3cc12)CCCC4
5. O=C1OCC2=C1C(c1ccc3c(c1)OCO3)Sc1ccccc1N2 (configuration not stated)
6. CC(=O)c1ccc(N2CCN(C(=O)Nc3ccc(F)cc3F)CC2)cc1
7. Cc1n[nH]c(=O)nc1NCc1ccco1
8. OCCSc1nncn1/N=C/c1c[nH]c2ccccc12

assay / compound	1	2	3	4	5	6	7	8
LAP4-GFP MLPCN	96	100	100	115	102	97	88	99
AGP1 TOR yeast	96	97	99	100	100	94	86	109
CIT2 TOR yeast	95	94	96	99	97	96	81	109
Efflux pump inh	-0.4	-0.2	0.0	0.1	-0.1	0.0	0.1	0.0
CR mimetic SO	106	114	107	110	97	99	96	105
MEP2-GFP yeast	95	97	97	104	96	97	92	107
RPL19A-GFP yeast	94	97	99	111	100	95	85	100
AHR act	178*	-1	-1	1	6	-1	0	16

9. CCc1nc(SCC(=O)NCCc2ccccc2)c2oc3ccccc3c2n1
10. CCOc1ccc(N(CC(=O)NCc2ccc(OC)cc2)C(=O)CCC(=O)Nc2nccs2)cc1
11. COc1cccc(OCC(O)CNC2CCCC2)c1 (configuration not stated)
12. Cc1ccc(C(=O)N2CCN(c3ccc(NC(=O)c4cccnc4)cc3)CC2)cc1
13. COc1ccc(OC)c(C(=O)COC(=O)CNC(=O)c2ccccc2)c1
14. N/C(=N\NC(=O)c1cccc(F)c1)c1cc2ccccc2oc1=O
15. Cc1ccc(NC(=O)C2CCCN(S(=O)(=O)c3c(C)noc3C)C2)c(C)c1 (configuration not stated)
16. COCCn1c(SCC(=O)Nc2ccccc2OC)nc2c([nH]c3ccccc32)c1=O

assay / compound	9	10	11	12	13	14	15	16
LAP4-GFP MLPCN	88	86	98	105	97	98	89	89
AGP1 TOR yeast	102	89	104	112	96	96	95	89
CIT2 TOR yeast	104	97	100	97	95	86	93	95
Efflux pump inh	0.0	-0.2	-0.1	0.0	-0.1	0.1	0.1	0.3
CR mimetic SO	87	107	95	104	102	102	104	123
MEP2-GFP yeast	102	97	105	105	90	94	92	94
RPL19A-GFP yeast	99	94	103	108	110	93	95	102
AHR act	2	2	0	-4	1	3	7	85*

17. COc1ccc(NC(=O)Cc2nnc(SCC(=O)NC3CCCC3)n2C)cc1
18. Cc1ccc(NC(=O)CN(C)C(=O)COC(=O)c2oc3ccccc3c2C)cc1
19. O=C(NCCCCc1ccccc1)C1CC(c2ccc([N+](=O)[O-])cc2)=NO1 (configuration not stated)
20. O=C(O)COc1ccccc1-c1ccccc1
21. COc1ccccc1C1C2C(=O)N(c3ccccc3)C(=O)C2ON1c1ccccc1 (configuration not stated)
22. COc1ccc(OCCNc2cc(N3CCOCC3)ccc2[N+](=O)[O-])cc1
23. O=C(Cn1cc2c(n1)CCCC2)NC1CCCCCC1
24. CCOC(=O)c1ccccc1NC(=O)/C(C)=C/C(=O)O

assay / compound	17	18	19	20	21	22	23	24
LAP4-GFP MLPCN	101	104	115	96	99	113	97	98
AGP1 TOR yeast	100	106	85	93	89	94	105	103
CIT2 TOR yeast	111	96	94	103	x	82	105	100
Efflux pump inh	0.0	0.0	0.0	0.3	0.1	-0.1	-0.3	-0.1
CR mimetic SO	96	97	97	100	109	86	95	103
MEP2-GFP yeast	109	98	90	100	96	96	111	94
RPL19A-GFP yeast	99	97	94	108	93	93	96	101
AHR act	-3	1	0	0	-1	1	0	0

25. O=C1CSC(=Nc2ccccc2[N+](=O)[O-])N1
26. O=C(CCc1ccccc1)NNC(=O)Nc1cccc(Cl)c1
27. COc1ccc(CNC(=O)CN(C(=O)c2csnn2)c2cccc(C(C)=O)c2)cc1
28. CCOc1ccc2nc(N3CCCC(C(=O)NCCCN4CC(C)CC(C)C4)C3)sc2c1 (configuration not stated)
29. COc1ccc(CCNC(=O)COC(=O)Cn2cnc3c2c(=O)n(C)c(=O)n3C)cc1
30. CC(=O)Nc1cccc(C(=O)OC(C)C(=O)NCc2ccc3c(c2)OCO3)c1 (configuration not stated)
31. O=C(Nc1ccc2c(c1)OCO2)C1CC(c2ccc(Cl)cc2)=NO1 (configuration not stated)
32. CC(NC(=O)Cc1ccc(S(=O)(=O)N2CCOCC2)s1)c1ccc(Cl)c(Cl)c1 (configuration not stated)

assay / compound	25	26	27	28	29	30	31	32
LAP4-GFP MLPCN	98	81	95	102	103	101	100	110
AGP1 TOR yeast	100	96	98	104	96	99	96	103
CIT2 TOR yeast	101	102	101	110	95	90	99	95
Efflux pump inh	0.0	0.0	-0.2	-0.1	0.0	0.1	-0.1	0.0
CR mimetic SO	108	106	98	89	93	95	89	98
MEP2-GFP yeast	100	101	103	100	99	99	105	102
RPL19A-GFP yeast	106	110	98	99	95	93	99	99
AHR act	2	2	0	5	0	-1	0	2

Single records, as listed above.
Results for COc1ccc(CCNC(=O)COC(=O)Cn2cnc3c2c(=O)n(C)c(=O)n3C)cc1 : LAP4-GFP MLPCN: 103; AGP1 TOR yeast: 96; CIT2 TOR yeast: 95; Efflux pump inh: 0.0; CR mimetic SO: 93; MEP2-GFP yeast: 99; RPL19A-GFP yeast: 95; AHR act: 0
Results for O=C(Nc1ccc2c(c1)OCO2)C1CC(c2ccc(Cl)cc2)=NO1 (configuration not stated) : LAP4-GFP MLPCN: 100; AGP1 TOR yeast: 96; CIT2 TOR yeast: 99; Efflux pump inh: -0.1; CR mimetic SO: 89; MEP2-GFP yeast: 105; RPL19A-GFP yeast: 99; AHR act: 0

The results go on:
33. COc1ccccc1CNc1ccc(N2CCOCC2)c(C(=O)O)c1
34. CCCCSc1nc(C)c(CC(=O)OC)c(=O)[nH]1
35. CC(C)c1ccc(C2(C)NC(=O)N(CC(=O)NC3(C#N)CCCC3)C2=O)cc1 (configuration not stated)
36. CC1CCc2sc(C(=O)NNC(=S)NC3CC3)cc2C1 (configuration not stated)
37. Cc1ccc(S(=O)(=O)CCC(=O)Nc2nc(-c3ccccn3)cs2)cc1
38. Nc1nonc1C(=O)N/N=C/c1ccncc1
39. CCn1nc(C(=O)Nc2ccc(N3CCOCC3)cc2)c2ccccc2c1=O
40. CCCCC(=O)Nc1ncc(S(=O)(=O)c2ccc([N+](=O)[O-])cc2)s1

assay / compound	33	34	35	36	37	38	39	40
LAP4-GFP MLPCN	101	100	93	98	93	91	95	99
AGP1 TOR yeast	103	98	91	99	91	92	98	107
CIT2 TOR yeast	104	102	97	101	88	87	93	100
Efflux pump inh	0.1	-0.1	-0.1	0.0	0.4	-0.1	0.0	0.1
CR mimetic SO	85	103	115	87	120	103	97	113
MEP2-GFP yeast	101	103	92	100	89	92	94	106
RPL19A-GFP yeast	101	105	91	90	91	95	94	99
AHR act	-1	9	1	35	14	14	1	-1

41. O=C(COC(=O)C1=NN(c2ccccc2)C(=O)CC1)Nc1nc(-c2ccc(F)cc2)cs1
42. Cc1ccc(S(=O)(=O)N2CCC(=O)N(C(CO)C(C)C)CC2)cc1 (configuration not stated)
43. O=C(CNC(=O)c1ccccc1)Oc1ccc([N+](=O)[O-])cc1
44. CC(NC(=O)C(=O)NN=C1CCCCCCCCCCC1)c1ccccc1 (configuration not stated)
45. COc1ccc(-c2cc3c(=O)n(CC(=O)NCCCc4ccccc4)ncn3n2)cc1
46. COc1ccc(C)cc1-n1c(SCC(=O)Nc2cc(C)on2)nc2sc(C)c(C)c2c1=O
47. COc1cccc(C(=O)N2CCN(c3ccccn3)CC2)c1
48. COc1ccc(NC(=O)c2ccc(F)c(F)c2)c2ccccc12

assay / compound	41	42	43	44	45	46	47	48
LAP4-GFP MLPCN	125	107	95	106	78	94	88	98
AGP1 TOR yeast	115	95	96	107	77	99	95	89
CIT2 TOR yeast	102	99	98	103	75	99	97	95
Efflux pump inh	-0.1	-0.1	-0.4	0.3	0.0	-0.1	0.1	-0.2
CR mimetic SO	89	87	99	106	108	120	100	98
MEP2-GFP yeast	106	96	109	106	72	103	107	100
RPL19A-GFP yeast	107	103	103	101	86	97	107	99
AHR act	0	0	1	3	-1	1	-2	3

49. CC(C)COC(=O)N1C[C@H](O)C[C@H]1C(=O)Nc1ccc(Cl)cc1
50. CCOC(=O)c1cc2cc3ccccc3cc2oc1=O
51. O=c1[nH]c2ccccc2nc1C(Cl)c1ccccc1 (configuration not stated)
52. CC(C)(CNC(=O)c1ccc(-c2cccc(C(F)(F)F)c2)o1)N1CCOCC1
53. CCCNC(=O)C1CC(=O)N(c2ccc(OCC(=O)Nc3cc(C)cc(C)c3)cc2)C1 (configuration not stated)
54. COc1ccc(-c2cc(C(=O)Nc3cc(Cl)ccc3O)no2)cc1
55. CSc1nnc(Cn2c(=O)sc3ccccc32)n1-c1ccccc1C
56. O=C(NC1CCCc2c1cnn2-c1ccc(F)cc1F)c1ccccc1N1CCOCC1 (configuration not stated)

assay / compound	49	50	51	52	53	54	55	56
LAP4-GFP MLPCN	95	88	97	103	110	87	109	102
AGP1 TOR yeast	95	77	99	105	102	94	110	99
CIT2 TOR yeast	99	94	98	97	102	97	101	100
Efflux pump inh	0.0	0.1	-0.1	-0.1	0.1	0.1	0.2	0.1
CR mimetic SO	96	95	89	102	97	87	110	90
MEP2-GFP yeast	106	97	98	95	106	105	110	100
RPL19A-GFP yeast	100	101	98	96	101	105	110	104
AHR act	3	4	0	11	1	2	0	9

57. CN(c1ccc(F)cc1)S(=O)(=O)c1ccc(Cl)c(C(=O)Nc2ccc3c(c2)CCC3)c1
58. O=C(COc1ccccc1Cl)NCCCNC(=O)c1ccncc1
59. Cc1cc(C)c(S(=O)(=O)Nc2ccccc2-c2ccccc2)c(C)c1
60. CCC1(CC)C(=O)C2=C3C1[C@H](C(=O)OC)C=C(C(=O)OC)C[C@H]3n1c(=O)n(-c3ccccc3)c(=O)n1[C@H]2C (some centres not stated)
61. Cc1noc(C)c1CN(C(=S)NC1CC2CCC1C2)c1ccccc1 (configuration not stated)
62. Cc1cc(=O)oc2cc(OCC(=O)N3CCN(c4ccccc4)CC3)c(Cl)cc12
63. CCOP(=O)(Cc1ccc(C(C)(C)CC(C)=O)o1)OCC
64. C/C(=N\NC(=O)c1nnn(-c2nonc2N)c1-c1ccccc1)c1cccnc1

assay / compound	57	58	59	60	61	62	63	64
LAP4-GFP MLPCN	99	94	92	108	106	96	102	68
AGP1 TOR yeast	101	105	90	92	107	100	101	89
CIT2 TOR yeast	95	104	86	95	100	104	100	90
Efflux pump inh	-0.1	0.0	0.2	-0.1	-0.1	0.0	0.0	-0.1
CR mimetic SO	107	107	102	100	90	96	111	126
MEP2-GFP yeast	103	102	96	94	101	104	94	101
RPL19A-GFP yeast	100	97	97	102	102	96	98	109
AHR act	2	23	1	4	0	0	-2	x

65. COc1ccc(NC(=O)Cn2c(CCC(=O)O)ccc2-c2ccccc2)cc1
66. Cc1ccc(S(=O)(=O)N2CCCOC2CNC(=O)C(=O)NCc2ccccc2C)cc1 (configuration not stated)
67. O=C(CSc1nnc(C2CCCCC2)n1-c1ccccc1)NCc1ccco1
68. CCOC(=O)C1Nc2ccc(C(F)(F)F)cc2C2c3ccccc3CC12 (configuration not stated)

assay / compound	65	66	67	68
LAP4-GFP MLPCN	94	100[may fluoresce green]	100	135
AGP1 TOR yeast	95	100[may fluoresce green]	99	85
CIT2 TOR yeast	107	115[may fluoresce green]	96	88
Efflux pump inh	0.0	-1.1	0.4	-0.1
CR mimetic SO	107	91	114	93
MEP2-GFP yeast	106	101[may fluoresce green]	103	86
RPL19A-GFP yeast	100	109[may fluoresce green]	99	101
AHR act	0	5	0	29

Assay outcomes deposited in PubChem BioAssay by several laboratories.
